CHRM5 agonist: human M5 muscarinic receptor agonists, primary screen, CHO-K1 cells, Fluo-8 calcium fluorescence. CHO-K1 hM5 cells; 0% DMSO wells, 100% maximal acetylcholine response. Muscarinic acetylcholine receptor M5 (Homo sapiens), P08912. activation, % at 3 µM. 360,000 compounds, 0.19% hits;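 active = activation above the run's mean over test compounds plus 3 SD, cut at about 23% in these data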;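 also: signal is peak over basal fluorescence ratio across the kinetic read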
Target sequence (P08912 whole entry, looked up): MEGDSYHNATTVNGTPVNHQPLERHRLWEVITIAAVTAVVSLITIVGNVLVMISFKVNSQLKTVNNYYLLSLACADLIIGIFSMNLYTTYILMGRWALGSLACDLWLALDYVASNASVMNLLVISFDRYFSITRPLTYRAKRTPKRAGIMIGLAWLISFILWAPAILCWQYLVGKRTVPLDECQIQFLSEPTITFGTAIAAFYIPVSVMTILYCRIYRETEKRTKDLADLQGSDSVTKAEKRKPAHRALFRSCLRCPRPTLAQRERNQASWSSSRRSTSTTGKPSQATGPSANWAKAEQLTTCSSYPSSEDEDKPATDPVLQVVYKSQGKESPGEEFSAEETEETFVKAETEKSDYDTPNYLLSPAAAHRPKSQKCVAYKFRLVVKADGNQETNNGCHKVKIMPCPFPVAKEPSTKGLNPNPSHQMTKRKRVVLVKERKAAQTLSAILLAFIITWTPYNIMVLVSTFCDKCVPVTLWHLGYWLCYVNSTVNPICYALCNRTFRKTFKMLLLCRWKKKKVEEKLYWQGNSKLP
M4 ag: human M4 muscarinic receptor agonists, primary screen, CHO-K1 cells, Fluo-8 calcium fluorescence. Muscarinic acetylcholine receptor M4 (Homo sapiens), P08173. CHO-K1 hM4/Gqi5; vehicle 0%, full acetylcholine response 100%. activation, % at 3 µM. 360,000 compounds, 0.14% hits. AID 624127, 2012;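 active = activation above the run mean over all test wells plus 3 SD, cut at about 32% in these data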;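 also: peak over basal fluorescence ratio per well then scaled between controls; 0% = DMSO wells and 100% = acetylcholine at EC100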
CHRM1 antagonist: human M1 muscarinic receptor antagonists, primary screen, CHO-K1 cells, Fluo-8 calcium fluorescence, 1536-well | Muscarinic acetylcholine receptor M1 (Homo sapiens), P11229 | CHO-K1 hM1, ACh EC80 antagonist | inhibition, % at 3 µM | 360,000 compounds, 1.3% hits | AID 588852, 2011;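 active = percent inhibition above its own plate's cutoff, namely the mean of that plate's compound wells plus 3 SD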;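 also: peak over basal fluorescence ratio during 140 s after agonist addition; 0% = ACh EC80 plus DMSO and 100% = DMSO alone without agonist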
Target sequence (P11229 whole entry, looked up): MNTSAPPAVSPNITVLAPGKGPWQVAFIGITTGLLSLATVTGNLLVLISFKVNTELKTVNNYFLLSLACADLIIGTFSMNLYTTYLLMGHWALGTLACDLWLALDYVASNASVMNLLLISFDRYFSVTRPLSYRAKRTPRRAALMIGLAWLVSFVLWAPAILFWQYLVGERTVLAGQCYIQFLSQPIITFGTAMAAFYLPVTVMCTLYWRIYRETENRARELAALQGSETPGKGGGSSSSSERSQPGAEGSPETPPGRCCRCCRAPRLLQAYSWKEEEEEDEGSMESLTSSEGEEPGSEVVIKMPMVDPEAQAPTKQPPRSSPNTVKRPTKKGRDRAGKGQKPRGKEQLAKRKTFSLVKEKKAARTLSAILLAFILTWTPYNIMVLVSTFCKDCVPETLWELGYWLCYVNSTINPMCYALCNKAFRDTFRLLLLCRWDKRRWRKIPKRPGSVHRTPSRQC
CHRM4 antagonist: human M4 muscarinic receptor antagonists, primary screen, CHO cells, Fluo-8 calcium fluorescence | CHO-hM4 cells, ACh EC80 | 360,000 compounds, 0.73% hits | Muscarinic acetylcholine receptor M4 (Homo sapiens), P08173 | inhibition, % at 3 µM;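 active = inhibition above its plate's cutoff, the mean inhibition of sample wells plus 3 SD, cut at about 27% in these data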;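 also: 0% = acetylcholine EC80 with DMSO and 100% = DMSO without agonist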
M1 ag: human M1 muscarinic receptor agonists, primary screen, Fluo-8 calcium fluorescence, CHO-K1 cells, HTS; AID 588814, 2011; 360,000 compounds, 0.33% hits; activation, % at 3 µM; Muscarinic acetylcholine receptor M1 (Homo sapiens), P11229; CHO-K1 hM1, agonist mode; 0% DMSO, 100% acetylcholine EC100;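 active = activation above the run's mean compound activation plus 3 SD, cut at about 16% in these data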;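 also: peak over basal fluorescence ratio within a 140 s kinetic read after compound addition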
CHRM5 PAM: human M5 muscarinic receptor positive allosteric modulators, primary screen, CHO-K1 cells, Fluo-8 calcium fluorescence | CHO-K1 hM5, ACh EC20 PAM; 0% = ACh EC20, 100% = ACh EC100 | activation, % at 3 µM | 360,000 compounds, 0.3% hits;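 active = activation above the run cutoff, the mean activation of all test compounds plus 3 SD, cut at about 18% in these data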
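Assay system: CHO-K1 hM5 cells. Also added: acetylcholine at EC20 concentration, added after compound. Dosing: 3 µM, single dose. Times: compound preincubation 140 s before EC20 acetylcholine addition. Signal: Fluo-8 calcium fluorescence. Measure: % activation relative to EC20 and EC100 ACh responses. Repeats: singlicate, one well per test compound.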
CHRM5 antagonist: human M5 muscarinic receptor antagonists, primary screen, CHO cells, Fluo-8 calcium fluorescence | Muscarinic acetylcholine receptor M5 (Homo sapiens), P08912 | CHO-hM5 cells, ACh EC80 | inhibition, % at 3 µM | 360,000 compounds, 0.59% hits | AID 624040, 2012;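 active = inhibition above a per-plate cutoff, the mean of that plate's test compounds plus 3 SD, cut at about 27% in these data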;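 also: 0% = acetylcholine EC80 with DMSO and 100% = DMSO without agonist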
M1 PAM: human M1 muscarinic receptor positive allosteric modulators, primary screen, CHO-K1 cells, Fluo-8 calcium fluorescence, 1536-well; 360,000 compounds, 0.088% hits; CHO-K1 hM1, ACh EC20; 0% = ACh EC20, 100% = maximal ACh; activation, % at 3 µM; in the data active = activation above about 19%, passing the limit was not always enough
TAAR1 ag: human TAAR1 agonists, primary screen, Fluo-8 calcium fluorescence, CHO RD-HGA16 cells; Trace amine-associated receptor 1 (Homo sapiens), Q96RJ0; vehicle wells 0%, saturating PEA agonist 100%; activation, % at 3 µM; 360,000 compounds, 0.99% hits;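 active = activation above the mean activation of all test compounds in the run plus 3 SD, cut at about 38% in these data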
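test system = CHO RD-HGA16 cells carrying human TAAR1 plus Gα16 | schedule = 17-24 h seeding, 75 min 37 °C dye, 30 min RT | compound dosing = 3 µM single concentration | control set = DMSO and PEA EC100 | replicates = n 1 | signal = Fluo-8 fluorescence, 5 s baseline then 140 s kinetic read | measure = percent activation vs PEA EC100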
* = called active by the depositor; / = no result given. Only part of the results is shown, so the mix of outcomes need not match the whole.

SMILES	CHRM5 agonist	M4 ag	CHRM1 antagonist	CHRM4 antagonist	M1 ag	CHRM5 PAM	CHRM5 antagonist	M1 PAM	TAAR1 ag
CSCCC(NC(=O)c1ccc(Cl)cc1)C(=O)OCC(=O)c1ccc[nH]1 (stereo unspecified)	-7	2	-14	-16	-14	-1	-6	2	-2
COc1ccc(NC(=O)c2ccccc2Oc2ccccc2)c(OC)c1	-5	-1	-14	-5	5	2	10	-1	3
COc1ccc(S(=O)(=O)N(C)CC(=O)Nc2ccccc2C(F)(F)F)cc1Cl	-4	2	-6	-2	-5	-8	1	1	2
COC(=O)c1ccc(S(=O)(=O)NC(C)(C)C)n1C	0	2	-7	-3	0	0	7	4	2
COC(=O)Cc1ccc(NC(=O)c2ccc(Br)o2)cc1	0	0	1	18	-3	-5	6	3	0
COc1ccc(C(=O)NNC(=O)Cc2ccc([N+](=O)[O-])cc2)cc1	-2	2	-5	0	-7	3	-5	12	0
CC(=O)N1c2ccccc2CCc2ccc([N+](=O)[O-])cc21	-1	1	-12	-2	-8	0	4	6	0
O=C(CN1C(=O)c2ccccc2C1=O)C(O)CN1C(=O)c2ccccc2C1=O (stereo unspecified)	1	1	3	-5	-5	1	-1	3	/
COc1cccc(NC(=O)N2CCCC2C(=O)Nc2ccc3c(c2)OCCO3)c1 (stereo unspecified)	1	0	-15	-4	-3	6	-2	13	2
COc1ccc(C2=NN(C(=O)c3ccncc3)C(c3ccccc3O)C2)cc1 (stereo unspecified)	-2	3	2	-6	-1	-3	18	-1	2
O=C(OCC(=O)N1CCN(c2ccccc2)CC1)c1ccncc1	2	2	-4	3	0	-2	12	3	13
Cc1c(NC(=O)c2nn(C(C)C)c(=O)c3ccccc23)c(=O)n(-c2ccccc2)n1C	1	-1	-3	-12	-9	-2	1	2	0
CC1CCCCN1C(=O)c1c(Cl)cnn1C (stereo unspecified)	-4	0	-20	0	-1	11	-12	11	2
Cc1ccc(NC(=O)COC(=O)C2CC(=O)N(Cc3ccccc3)C2)cc1F (stereo unspecified)	3	3	-5	-7	-3	-1	1	6	1
O=c1c2ccccc2c(C=Nc2cccc(S(=O)(=O)NCc3ccco3)c2)c(O)n1-c1ccc(Cl)cn1	2	2	6	5	-4	3	-1	-5	2
O=C(c1ccc(-n2cnnn2)cc1)N1CCCCC1	0	1	-3	10	-4	9	-11	12	14
Cc1ccc(N(CC(=O)Nc2cc(Cl)ccc2Oc2ccccc2)S(C)(=O)=O)cc1C	-1	0	-10	-6	-3	-3	1	-6	0
O=C(NCCCn1ccnc1)c1cc2ccccc2o1	0	1	-4	-9	-5	-1	6	6	0
CCOC(=O)[C@@H]1[C@H]2COc3cc(OC)ccc3[C@H]2N2C(=O)N(c3cccc(C)c3)C(=O)[C@]12C	1	1	-2	10	-3	1	-2	5	7
COc1ccc2[nH]cc(C(=O)CN3CCCCC3)c2c1	1	0	-5	8	-2	5	-2	4	4
O=[N+]([O-])c1cccc(/C=N/Nc2nc(N3CCCCC3)nc(N3CCCCC3)n2)c1	-6	1	3	-10	-6	7	-4	4	3
Cc1cccc(N2CCN(C(=O)NC3CCCCC3)CC2C)c1 (stereo unspecified)	1	3	-3	1	-3	-3	11	3	5
O=C1NC(=O)C(Cc2cccc(Oc3ccccc3)c2)S1 (stereo unspecified)	2	2	-13	11	-5	-4	11	13	0
CO/N=C(/CNC(=O)c1ccccc1Cl)c1ccc(Cl)cc1	-5	-1	-9	-11	-5	-1	-2	8	0
O=C(Nc1ccccc1)C1CC(=O)N(C2CCCCC2)C1 (stereo unspecified)	-2	1	-16	0	-3	-6	5	-2	10
CCC(=O)c1cc(F)c(N2CCN(S(=O)(=O)c3ccccc3)CC2)cc1C	-1	1	6	12	-5	2	-1	-2	11
O=C(CCc1ccccc1)NNC(=O)Cc1ccc(Cl)cc1	0	2	-1	-1	-5	-3	4	-3	5
COc1cc(OC)cc(-c2c(Sc3ccccc3)c3cc(-c4ccc(OC)c(F)c4)ccc3n2C)c1	-3	0	/	-8	/	1	-9	/	0
CN(Cc1ccccc1C#N)S(=O)(=O)c1cccs1	-3	2	-11	-6	-6	-4	9	10	0
O=C(Nc1ccncc1)c1cncc(Br)c1	1	0	-6	-6	-1	-3	-11	7	3
CCc1cc(C(=O)NNC(=S)NCc2ccccc2)cs1	-3	2	14	-5	-4	-9	12	-7	6
CCOc1ccc(NC(=O)COc2ccc(C(=O)NC(C)c3ccc(S(N)(=O)=O)cc3)cc2OC)cc1 (stereo unspecified)	2	0	-20	-3	-2	4	-2	9	-1
O=C1CCCC2=C1C(c1ccc(Cl)cc1)C1C(=O)c3ccccc3C1=N2 (stereo unspecified)	1	4	-14	9	-4	-3	9	6	17
COc1ccc(C(CC(=O)Nc2ncccc2C)N2Cc3ccccc3C2=O)cc1OC (stereo unspecified)	0	1	-3	-2	-3	-3	-1	3	3
Cc1ccc(Nc2nnc(SCc3ccccc3)s2)cc1	-3	-1	-17	-5	-1	2	-9	1	13
O=C(NCc1cccs1)NC1CCCCC1	-2	1	-19	6	1	0	2	7	12
CC(=O)N1CCN(S(=O)(=O)c2cccc(C(=O)NNC(=O)c3ccc(Br)cc3)c2)CC1	1	6	-5	7	-2	4	1	7	6
CCc1nnc(NC(=O)CSc2nc3ccccc3s2)s1	0	1	-4	-1	-1	1	-5	4	8
COc1ccc(N2CCN(CCCNC(=O)CCC(=O)N3CCOc4ccc(Cl)cc43)CC2)cc1	-6	2	5	-5	-4	-4	5	-7	3
N#Cc1ccc(NC(=O)Nc2ccc(Cl)cc2)cc1	7	12	32*	9	9	-26	17	-13	32

Ordered by number of heavy atoms (high to low): twelve of the compounds above
SMILES	CHRM5 agonist	M4 ag	CHRM1 antagonist	CHRM4 antagonist	M1 ag	CHRM5 PAM	CHRM5 antagonist	M1 PAM	TAAR1 ag
CCOc1ccc(NC(=O)COc2ccc(C(=O)NC(C)c3ccc(S(N)(=O)=O)cc3)cc2OC)cc1 (stereo unspecified)	2	0	-20	-3	-2	4	-2	9	-1
COc1cc(OC)cc(-c2c(Sc3ccccc3)c3cc(-c4ccc(OC)c(F)c4)ccc3n2C)c1	-3	0	/	-8	/	1	-9	/	0
COc1ccc(C(CC(=O)Nc2ncccc2C)N2Cc3ccccc3C2=O)cc1OC (stereo unspecified)	0	1	-3	-2	-3	-3	-1	3	3
CC(=O)N1CCN(S(=O)(=O)c2cccc(C(=O)NNC(=O)c3ccc(Br)cc3)c2)CC1	1	6	-5	7	-2	4	1	7	6
O=[N+]([O-])c1cccc(/C=N/Nc2nc(N3CCCCC3)nc(N3CCCCC3)n2)c1	-6	1	3	-10	-6	7	-4	4	3
CCC(=O)c1cc(F)c(N2CCN(S(=O)(=O)c3ccccc3)CC2)cc1C	-1	1	6	12	-5	2	-1	-2	11
O=C1CCCC2=C1C(c1ccc(Cl)cc1)C1C(=O)c3ccccc3C1=N2 (stereo unspecified)	1	4	-14	9	-4	-3	9	6	17
Cc1cccc(N2CCN(C(=O)NC3CCCCC3)CC2C)c1 (stereo unspecified)	1	3	-3	1	-3	-3	11	3	5
O=C(CCc1ccccc1)NNC(=O)Cc1ccc(Cl)cc1	0	2	-1	-1	-5	-3	4	-3	5
CCc1cc(C(=O)NNC(=S)NCc2ccccc2)cs1	-3	2	14	-5	-4	-9	12	-7	6
N#Cc1ccc(NC(=O)Nc2ccc(Cl)cc2)cc1	7	12	32*	9	9	-26	17	-13	32
O=C(Nc1ccncc1)c1cncc(Br)c1	1	0	-6	-6	-1	-3	-11	7	3

Later entries:
SMILES	CHRM5 agonist	M4 ag	CHRM1 antagonist	CHRM4 antagonist	M1 ag	CHRM5 PAM	CHRM5 antagonist	M1 PAM	TAAR1 ag
COc1cc(C)ccc1OCC(=O)Nc1ccccc1N1CCOCC1	4	5	-1	5	-2	5	2	-2	5
CC(C)c1ccc(OCC(=O)Nc2c3c(nn2C(C)(C)C)CS(=O)(=O)C3)cc1	-5	3	-11	-12	-2	-1	3	13	2
COc1cccc(OC)c1C(=O)NC(=S)Nc1ccc2oc(=O)ccc2c1	2	0	2	4	0	-3	-1	2	-1
COc1ccc(/C=C(\C#N)C(=O)c2cccn2C)cc1	-1	0	-19	2	-3	-1	13	11	-2
O=C(COc1ccc(Cl)cc1)NN=C1CCCCCCC1	-5	0	-9	5	0	-3	9	6	0
C#CCOCCOCCOCCNc1nc(N2CCN(C(=O)CCCCCCCCCCNC(=O)[C@H]([C@@H](C)CC)n3cc(CCCCCN)nn3)CC2)nc(N2CCN(C(=O)CCCCCCCCCCNC(=O)[C@H](CO)n3cc(CCCCCN)nn3)CC2)n1	3	6	12	9	19*	0	0	-21	/
CCC(Sc1nnnn1-c1ccccc1)C(=O)Nc1nc2ccccc2s1 (stereo unspecified)	-3	1	-2	-9	-3	-6	-3	-2	12
COc1ccc(N2CCN(c3nc4c(C)cccn4c(=O)c3/C=C(\C#N)C(N)=O)CC2)cc1	-1	8	-9	3	-1	-8	26	10	5
CCn1nnnc1-c1ccc(OC)c(S(=O)(=O)Nc2ccccc2OC)c1	0	2	-15	-6	-1	-3	6	5	2

From PubChem
